Bcl-W Bim block: human Bim-Bcl-W interaction inhibition. inhibition, % at 10 µM. AID 952. Q92843. bead-based flow cytometry, Bim peptide-Bcl-W binding. 190,000 tested, 0.02% active;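 further: 0% = bound tracer without compound and 100% = peptide blocker; higher means less fluorescent Bim peptide bound to Bcl-W beads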
Target sequence (Q92843 whole entry, looked up): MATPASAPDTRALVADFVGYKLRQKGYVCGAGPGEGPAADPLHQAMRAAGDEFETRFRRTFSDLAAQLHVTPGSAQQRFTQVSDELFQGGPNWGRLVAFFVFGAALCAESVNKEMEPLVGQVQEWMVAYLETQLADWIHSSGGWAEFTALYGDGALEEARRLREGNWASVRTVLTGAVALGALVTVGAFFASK
RGS4-Gao reg: modulates binding of RGS4 to human Galphao | P09471 | Multiplexed bead flow cytometry; actives lie on both sides | binding response (% of control), % at 10 µM | 220,000 tested, 0.33% active | AID 1415; in the data active means binding response below about 49% or above about 150%; inactive means in between;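 further: fluorescent Galphao activated with aluminum fluoride binding bead-coupled RGS4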
Target sequence (P09471 whole entry, looked up): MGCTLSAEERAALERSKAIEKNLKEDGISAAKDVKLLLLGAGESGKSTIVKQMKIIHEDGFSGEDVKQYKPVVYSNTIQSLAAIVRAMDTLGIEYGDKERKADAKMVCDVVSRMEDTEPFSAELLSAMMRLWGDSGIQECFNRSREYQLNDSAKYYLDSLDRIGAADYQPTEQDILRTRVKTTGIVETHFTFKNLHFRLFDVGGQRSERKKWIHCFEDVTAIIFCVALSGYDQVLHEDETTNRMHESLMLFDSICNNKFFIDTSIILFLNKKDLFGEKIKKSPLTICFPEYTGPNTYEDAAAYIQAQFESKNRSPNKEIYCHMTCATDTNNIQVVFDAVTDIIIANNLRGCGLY
Bim-Bfl-1: inhibitors of Bim-Bfl-1 interaction, human. Bead-based flow cytometry, Bim-Bfl-1 binding inhibition. inhibition, % at 10 µM. Q16548. 190,000 tested, 0.12% active;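 further: 0% = wells without compound plus tracer and 100% = blocker peptide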
Bim-Bcl-XL: human Bim-Bcl-XL interaction inhibition; Q07817; Bim peptide-Bcl-XL binding, bead flow cytometry, fluorescence; inhibition, % at 10 µM; 190,000 tested, 0.04% active
RGS7-Gao: modulates binding of RGS7 to human Galphao. Multiplexed bead flow cytometry; actives lie on both sides. binding response (% of control), % at 10 µM. 220,000 tested, 0.35% active. AID 1439; in the data active means binding response below about 49% or above about 150%; inconclusive means no clear call, values can overlap the other calls; inactive means in between;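 further: fluorescent Galphao held in activated GDP-AlF4 state binding bead-coupled RGS7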
ABCB1 inh: inhibitors of human ABCB1 transporter, ABCG2 counter-screen | P08183 | CCRF-Adr cells, JC-1 efflux, flow cytometry | inhibition, % at 6.6 µM | 190,000 tested, 0.067% active; in the data active means inhibition above about 40%;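 further: 0% = vehicle and 100% = reference inhibitor; higher value means more JC-1 retained so stronger ABCB1 efflux block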
Bcl-B Bim block: human Bim-Bcl-B interaction inhibition. bead-based flow cytometry, Bim peptide-Bcl-B binding. inhibition, % at 10 µM. 190,000 tested, 0.073% active. AID 951;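 further: 0% = tracer peptide without compound and 100% = reference inhibitor peptide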
Target sequence (Q9HD36 whole entry, looked up): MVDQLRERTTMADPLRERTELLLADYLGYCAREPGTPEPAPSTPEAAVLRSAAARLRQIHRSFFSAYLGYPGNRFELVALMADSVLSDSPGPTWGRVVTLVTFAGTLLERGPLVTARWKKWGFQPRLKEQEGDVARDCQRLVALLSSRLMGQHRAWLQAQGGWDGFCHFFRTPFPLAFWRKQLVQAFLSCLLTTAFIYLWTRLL
Bcl-2 Bim block: inhibitors of Bim-Bcl-2 interaction, human; P10415; Bead-based flow cytometry, Bim peptide-Bcl-2 binding; AID 950; 190,000 tested, 0.06% active; inhibition, % at 10 µM; in the data active means inhibition above about 40%; inconclusive means no clear call, values can overlap the other calls;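 further: 0% = no compound wells with probe peptide and 100% = reference peptide inhibitor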
Target sequence (P10415 whole entry, looked up): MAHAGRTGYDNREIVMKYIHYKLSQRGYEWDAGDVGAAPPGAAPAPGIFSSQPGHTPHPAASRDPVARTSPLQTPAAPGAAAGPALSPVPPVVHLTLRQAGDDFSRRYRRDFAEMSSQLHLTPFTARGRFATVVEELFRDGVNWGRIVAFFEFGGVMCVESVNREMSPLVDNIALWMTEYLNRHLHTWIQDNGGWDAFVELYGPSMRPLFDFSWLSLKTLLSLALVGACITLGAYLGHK
ABCG2 inh: blocks JC-1 efflux by human ABCG2 transporter; Q9UNQ0; IgMXP3 cells, flow cytometry; inhibition, % at 6.6 µM; 190,000 tested, 0.1% active; AID 1325;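 active means inhibition above 80%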;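 further: 0% = DMSO and 100% = nicardipine control wells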
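material = IgMXP3 (ABCG2) plus far-red-tagged CCRF-Adr (ABCB1) cells | amount = 3 million cells/mL, equal mix of both lines | also added = JC-1 transporter substrate | dosing = one concentration, 6.6 µM final | schedule = 10 min at 25 °C | measured by = flow cytometric JC-1 green MFI at 530 nm | read-out basis = percent efflux inhibition, scaled nicardipine 100% to DMSO 0%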
RGS8-Gao: modulates binding of RGS8 to human Galphao; 220,000 tested, 0.34% active; response (percent of control binding), % at 10 µM; P09471; multiplexed bead flow cytometry; actives lie on both sides; in the data active means response below about 60% or above about 140%; inactive means in between;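 further: Galphao activated as the GDP aluminium fluoride complex binding bead-coupled RGS8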
GSH fluor: compound fluoresces at 488/530 nm on GSH beads; 190,000 tested, 0.25% active; GSH beads flow cytometry, compound fluorescence 488/530 nm; active compounds read high; fluorescence (KMESF) at 10 µM; in the data active means fluorescence above about 89;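 further: glutathione beads carrying GST-tagged Bcl family fusion proteins plus one bare bead set; values are compound well signal with DMSO vehicle wells as background; inactives centre near 16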
* = called active by the depositor; ? = inconclusive; . = no result given. Unless noted, no stated cut-off is given here; in the data, active means inhibition above about 40%.

Second line of a record: Bcl-W Bim block | RGS4-Gao reg | Bim-Bfl-1 | Bim-Bcl-XL | RGS7-Gao | ABCB1 inh | Bcl-B Bim block | Bcl-2 Bim block | ABCG2 inh | RGS8-Gao | GSH fluor
#1 COc1ccccc1-c1cc(C(=O)N2CCc3ccccc3C2)c2ccccc2n1
→ -2 | 103 | -14 | -6 | 105 | 6.5 | -12 | -8 | 17 | 102 | 53
#2 COc1ccccc1-c1nc(C#N)c(N2CCN(Cc3ccccc3)CC2)o1
→ -2 | 103 | 0 | 1 | 99 | 1.1 | 1 | -3 | 6 | 99 | 15
#3 Oc1ccccc1-c1nc(/C=C/c2ccccc2)nn1-c1ccccc1
→ 6 | 107 | 6 | 6 | 106 | 0.8 | 3 | 5 | 14 | 117 | 9
#4 O=c1c2c(nc3cc(-c4ccc(Br)cc4)[nH]n13)CCCC2
→ 2 | 100 | -2 | 0 | 97 | 0.2 | -4 | -1 | 1 | 103 | 12
#5 CCOC(=O)C(CC)Sc1nc2c(cnn2-c2ccccc2)c(=O)[nH]1 (stereo not drawn)
→ -3 | 100 | -10 | -3 | 91 | 0.2 | -6 | -4 | 2 | 102 | 19
#6 Nc1cc(-c2ccccc2)nn1Cc1ccc(Cl)cc1
→ -2 | 99 | 0 | -1 | 94 | 0.2 | -2 | 0 | 11 | 102 | 33
#7 Cc1ccc(Cn2nnnc2CN2CCC(NC(=O)c3ccc(Br)cc3)CC2)cc1
→ 2 | 99 | -2 | 0 | 101 | 0.9 | 4 | 1 | 2 | 99 | 19
#8 CC(C)(C)C(=O)NC1=NN(c2c(Cl)cc(Cl)cc2Cl)C(=O)C1
→ -5 | 91 | 2 | -2 | 88 | -0.8 | 2 | -4 | -4 | 90 | 13
#9 CCC(CC)c1nnc(NC(=O)c2c(C)nn(Cc3ccccc3Cl)c2C)s1
→ 6 | 102 | -3 | 1 | 98 | 1.3 | -3 | -4 | 6 | 101 | 10
#10 CCn1c(SCC(=O)NCc2ccco2)nnc1-c1c[nH]c2ccccc12
→ 1 | 119 | -3 | -1 | 115 | 0.4 | -3 | -5 | 4 | 103 | 46

The list continues.
Second line of a record: Bcl-W Bim block | RGS4-Gao reg | Bim-Bfl-1 | Bim-Bcl-XL | RGS7-Gao | ABCB1 inh | Bcl-B Bim block | Bcl-2 Bim block | ABCG2 inh | RGS8-Gao | GSH fluor
#11 COc1ccc(OC)c(N(CC(=O)NC2CC2)S(=O)(=O)c2ccc(C)cc2)c1
→ -3 | 103 | -11 | -5 | 101 | -1.3 | -6 | -8 | -2 | 101 | 35
#12 Cc1ccc(-c2csc(Nc3ccccc3)[n+]2CCc2ccccc2)cc1
→ -2 | 101 | -2 | -2 | 98 | 0.3 | -3 | -1 | 0 | 102 | 15
#13 OCCN(Cc1ccccc1)CC(O)COc1ccc(-c2ccccc2)cc1 (stereo not drawn)
→ -3 | 97 | -6 | -2 | 100 | -2.4 | -7 | -3 | -3 | 100 | 17
#14 CCCCOc1ccc(C(=O)C(CN2CCOCC2)c2ccccc2)cc1 (stereo not drawn)
→ -12 | 103 | 0 | -22 | 101 | 1.6 | -12 | 6 | 2 | 100 | 25
#15 COc1ccc(Nc2nc(-c3cccs3)nc3ccccc23)c(OC)c1
→ -2 | 98 | -2 | -6 | 102 | 0.1 | -6 | -6 | 0 | 100 | 5
#16 CC(C)N(Cc1cc2ccccc2[nH]c1=O)C(=O)C(C)(C)C
→ -2 | 100 | -3 | -4 | 101 | 0.1 | 1 | 2 | 2 | 100 | 57
#17 O=C(CSc1nccn1-c1ccccc1)Nc1ccc2c(c1)OCO2
→ 0 | 100 | 3 | 2 | 96 | 0.1 | -1 | 1 | 0 | 99 | 27
#18 CCC(C)n1[nH]c(=O)c2c(C)cc(C)nc21 (stereo not drawn)
→ -2 | 99 | 0 | -2 | 100 | 0.7 | -1 | 3 | 2 | 102 | 25
#19 CN(C)[C@@H](CO)c1nnc([C@H](CC(=O)O)NC(=O)C2CCNCC2)o1
→ 1 | 144 | -3 | 0 | 150 | 1.2 | -5 | 4 | 2 | 134 | 21
#20 CC1CCCC(C)N1C(=O)CSc1nnnn1-c1cccc2c1CCCC2 (stereo not drawn)
→ -2 | 99 | -4 | -2 | 101 | 0.5 | 0 | -4 | 1 | 100 | 19

Other records.
Second line of a record: Bcl-W Bim block | RGS4-Gao reg | Bim-Bfl-1 | Bim-Bcl-XL | RGS7-Gao | ABCB1 inh | Bcl-B Bim block | Bcl-2 Bim block | ABCG2 inh | RGS8-Gao | GSH fluor
#21 CC(=O)NCCc1ccc(S(=O)(=O)N2CCCC2)cc1
→ . | 102 | . | . | 101 | -0.1 | . | ? | -1 | 100 | 37
#22 CCN(CC)S(=O)(=O)c1ccc(/C=C/C(=O)Nc2ccc(Br)cc2F)cc1
→ -1 | 89 | -1 | -2 | 93 | 5.5 | -4 | -2 | 4 | 95 | 7
#23 O=C(Nc1nnc(SCC(=O)N2CCCc3ccccc32)s1)c1cccc2ccccc12
→ -3 | 102 | -14 | -8 | 104 | -0.4 | -10 | -5 | -5 | 102 | 11
#24 O=C(O)C1CCCN1S(=O)(=O)c1cccc2nsnc12 (stereo not drawn)
→ -6 | 101 | 0 | -1 | 100 | -0.3 | 0 | -2 | -1 | 104 | 11
#25 Cc1ccc(S(=O)(=O)c2cn(Cc3ccc(F)cc3)c3cc4c(cc3c2=O)OCO4)cc1
→ 21 | 94 | 36 | 34 | 94 | 0.0 | 15 | 24 | -1 | 90 | 13
#26 O=C(COC(=O)c1cccnc1Cl)c1cccc(Cl)c1
→ 3 | 96 | -10 | -8 | 97 | 0.5 | -8 | -11 | 4 | 102 | 50
#27 CN(C(=O)CC1C(=O)NCCN1C/C=C/c1ccccc1)C1CCOCC1 (stereo not drawn)
→ 1 | 101 | -4 | -2 | 99 | 0.2 | -1 | -2 | 1 | 103 | 11
#28 c1ccc(CCn2nnnc2C(c2cccnc2)N2CCN(c3nc4ccccc4s3)CC2)cc1 (stereo not drawn)
→ 2 | 107 | -7 | -2 | 99 | 4.9 | -6 | -7 | 7 | 99 | 43
#29 Cc1cc2c(ccc3c2no[n+]3[O-])nn1
→ -1 | 100 | 0 | -2 | 102 | -0.2 | -1 | -1 | 0 | 102 | 19
#30 Cc1c(Cc2ccccc2)c(=O)oc2c(C)c(OCc3nn[nH]n3)ccc12
→ 8 | 94 | 6 | 2 | 95 | -0.4 | 4 | 4 | 0 | 96 | 39

Following part.
Second line of a record: Bcl-W Bim block | RGS4-Gao reg | Bim-Bfl-1 | Bim-Bcl-XL | RGS7-Gao | ABCB1 inh | Bcl-B Bim block | Bcl-2 Bim block | ABCG2 inh | RGS8-Gao | GSH fluor
#31 Cc1cc(NS(=O)(=O)c2ccc(Cl)cc2)nn1CC(=O)NCc1ccco1
→ 1 | 102 | -8 | -4 | 98 | 0.0 | -7 | -6 | 0 | 104 | 47
#32 Cn1nc(C(F)(F)F)c(C(=O)Nc2ccc(F)cc2F)c1Oc1cccc(Cl)c1
→ -1 | 99 | -14 | -6 | 100 | 0.6 | -7 | -8 | 15 | 100 | 23
#33 Cc1ccc2cc(C#N)c(N3CCCN(S(=O)(=O)c4ccccc4)CC3)nc2c1
→ 3 | 105 | -9 | -2 | 105 | -0.1 | -9 | 0 | 0 | 103 | 19
#34 O=C(Nc1ccc(Cl)c(Cl)c1)N1CCSC1c1ccco1 (stereo not drawn)
→ -6 | 97 | -5 | -12 | 97 | 1.1 | -7 | -7 | 12 | 101 | 53
#35 Cc1ccc(OCCOCCN2CCCCC2)c([N+](=O)[O-])c1
→ 2 | 105 | 7 | -2 | 100 | -0.3 | 13 | 6 | -1 | 116 | 22
#36 O=C1Cc2ccccc2C(c2ccccc2)N1 (stereo not drawn)
→ 0 | 103 | -16 | -6 | 100 | 0.8 | -5 | -11 | 3 | 99 | 29
#37 COc1ccccc1CN1CC(C(=O)NCC2CCCO2)CC1=O (stereo not drawn)
→ 0 | 101 | -3 | -2 | 101 | 0.5 | -1 | -3 | 3 | 100 | 26
#38 CCOc1ccc(NC(=O)Cn2c(=O)n(CC3CCCO3)c(=O)c3ccccc32)cc1 (stereo not drawn)
→ -4 | 86 | -6 | -1 | 85 | 0.3 | -4 | -2 | 0 | 95 | 15
#39 COc1ccc(C(=O)/C=C/C(=O)N(CC(=O)NC2CCCCC2)Cc2ccc(F)cc2)c(O)c1
→ 0 | 105 | -1 | -2 | 102 | 0.8 | -5 | -1 | 1 | 89 | 18
#40 Cc1ccc(O)c(NC(=O)c2noc3c2CCCCC3)c1
→ -3 | 100 | 0 | -6 | 95 | -1.0 | -2 | -5 | 14 | 99 | 73

Some of the entries so far, in transposed form:
7) Cc1ccc(Cn2nnnc2CN2CCC(NC(=O)c3ccc(Br)cc3)CC2)cc1
8) CC(C)(C)C(=O)NC1=NN(c2c(Cl)cc(Cl)cc2Cl)C(=O)C1
9) CCC(CC)c1nnc(NC(=O)c2c(C)nn(Cc3ccccc3Cl)c2C)s1
10) CCn1c(SCC(=O)NCc2ccco2)nnc1-c1c[nH]c2ccccc12
11) COc1ccc(OC)c(N(CC(=O)NC2CC2)S(=O)(=O)c2ccc(C)cc2)c1
12) Cc1ccc(-c2csc(Nc3ccccc3)[n+]2CCc2ccccc2)cc1
13) OCCN(Cc1ccccc1)CC(O)COc1ccc(-c2ccccc2)cc1 (stereo not drawn)
14) CCCCOc1ccc(C(=O)C(CN2CCOCC2)c2ccccc2)cc1 (stereo not drawn)
15) COc1ccc(Nc2nc(-c3cccs3)nc3ccccc23)c(OC)c1
16) CC(C)N(Cc1cc2ccccc2[nH]c1=O)C(=O)C(C)(C)C
screen / no.	7	8	9	10	11	12	13	14	15	16
Bcl-W Bim block	2	-5	6	1	-3	-2	-3	-12	-2	-2
RGS4-Gao reg	99	91	102	119	103	101	97	103	98	100
Bim-Bfl-1	-2	2	-3	-3	-11	-2	-6	0	-2	-3
Bim-Bcl-XL	0	-2	1	-1	-5	-2	-2	-22	-6	-4
RGS7-Gao	101	88	98	115	101	98	100	101	102	101
ABCB1 inh	0.9	-0.8	1.3	0.4	-1.3	0.3	-2.4	1.6	0.1	0.1
Bcl-B Bim block	4	2	-3	-3	-6	-3	-7	-12	-6	1
Bcl-2 Bim block	1	-4	-4	-5	-8	-1	-3	6	-6	2
ABCG2 inh	2	-4	6	4	-2	0	-3	2	0	2
RGS8-Gao	99	90	101	103	101	102	100	100	100	100
GSH fluor	19	13	10	46	35	15	17	25	5	57

Next entries:
Second line of a record: Bcl-W Bim block | RGS4-Gao reg | Bim-Bfl-1 | Bim-Bcl-XL | RGS7-Gao | ABCB1 inh | Bcl-B Bim block | Bcl-2 Bim block | ABCG2 inh | RGS8-Gao | GSH fluor
#41 COc1ccc(-n2cnc3cc(NC(=O)c4ccco4)ccc32)cc1
→ -7 | 100 | -1 | -9 | 101 | 1.2 | -3 | -1 | 6 | 100 | 16
#42 CCOC(=O)c1oc2ccccc2c1NC(=O)c1cccs1
→ 3 | 97 | 1 | 6 | 94 | 0.8 | 3 | 0 | 17 | 97 | 14
#43 Cc1nnc(SCC(=O)Nc2ccc(N3CCOCC3)cc2)o1
→ -3 | 101 | -4 | -5 | 97 | 0.0 | -4 | -3 | 0 | 104 | 11
#44 CCc1ccc(S(=O)(=O)NCCc2cn3ccsc3n2)s1
→ -3 | 94 | -7 | -6 | 99 | 0.6 | -1 | -3 | 1 | 84 | 26

Screening results from PubChem BioAssay.
